SENP6 inh: SENP6 protease inhibitors, primary screen, biochemical, luminescence, uHTS | AID 2599, 2010 | Recombinant SENP6 catalytic domain, aminoluciferin luminescence | Sentrin-specific protease 6 (Homo sapiens), Q9GZR1 | 1.8% of 330,000 active | inhibition, % at 10 µM;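 active means inhibition above about 50% at the single tested dose, limit read from the data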;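 further: plate controls were DMSO wells with enzyme for no effect and DMSO wells lacking enzyme for full effect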
Target sequence (Q9GZR1 628-1112 limits assumed): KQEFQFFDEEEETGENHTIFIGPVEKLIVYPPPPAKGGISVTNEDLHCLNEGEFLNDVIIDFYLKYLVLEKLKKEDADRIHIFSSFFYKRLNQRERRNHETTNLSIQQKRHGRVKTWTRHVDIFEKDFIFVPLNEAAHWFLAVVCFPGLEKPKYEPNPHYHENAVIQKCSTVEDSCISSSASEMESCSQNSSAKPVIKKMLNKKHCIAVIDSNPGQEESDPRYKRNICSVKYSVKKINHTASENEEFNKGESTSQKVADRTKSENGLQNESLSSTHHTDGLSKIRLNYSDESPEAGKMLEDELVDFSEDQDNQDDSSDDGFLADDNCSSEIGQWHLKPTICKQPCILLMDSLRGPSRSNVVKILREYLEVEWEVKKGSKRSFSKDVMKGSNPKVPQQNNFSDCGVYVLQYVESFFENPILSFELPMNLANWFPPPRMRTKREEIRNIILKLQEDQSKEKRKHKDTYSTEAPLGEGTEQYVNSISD
SENP7 block: SENP7 protease inhibitors, primary screen, biochemical, luminescence, uHTS | Sentrin-specific protease 7 (Homo sapiens), Q9BQF6 | recombinant SENP7, Z-RLRGG-aminoluciferin luminescence, 40 min | inhibition, % at 5 µM | 1.5% of 330,000 active;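 active means inhibition above about 50% at the single test dose, limit read from the data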;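 further: plate controls were DMSO with enzyme for no effect and no enzyme buffer wells for full effect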
UBC13 inh: UBC13 polyubiquitin chain formation inhibitors, primary screen, biochemical, TR-FRET, uHTS | 0.47% of 330,000 active | inhibition, % at 20 µM | Ubiquitin-conjugating enzyme E2 N (Homo sapiens), P61088 | AID 485273, 2010; in the data active means inhibition above about 45%, passing the limit was not always enough; inconclusive means no clear call, values can overlap the other calls
Target sequence (P61088 whole entry, looked up): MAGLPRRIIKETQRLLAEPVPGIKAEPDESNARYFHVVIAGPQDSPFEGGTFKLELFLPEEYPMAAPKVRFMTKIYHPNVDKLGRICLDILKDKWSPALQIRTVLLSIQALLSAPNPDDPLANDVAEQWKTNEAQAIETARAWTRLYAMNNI
SENP8 block-1: SENP8 protease inhibitors, primary screen, biochemical, luminescence; Sentrin-specific protease 8 (Homo sapiens), Q96LD8; purified SENP8, Z-RLRGG-aminoluciferin cleavage; AID 2540, 2010; 1.2% of 330,000 active; inhibition, % at 10 µM; in the data active means inhibition above about 50%
Target sequence (Q96LD8 whole entry, looked up): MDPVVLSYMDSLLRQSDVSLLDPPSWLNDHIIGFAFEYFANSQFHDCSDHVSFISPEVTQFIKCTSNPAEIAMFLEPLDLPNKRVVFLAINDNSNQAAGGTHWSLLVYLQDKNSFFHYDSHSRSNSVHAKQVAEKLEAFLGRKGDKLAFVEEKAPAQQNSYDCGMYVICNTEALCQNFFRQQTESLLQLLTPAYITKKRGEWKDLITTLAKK
SENP8 block-2: human SENP8 protease inhibitors, primary screen, biochemical, fluorescence, Nedd8 protein substrate, uHTS; Sentrin-specific protease 8 (Homo sapiens), Q96LD8; recombinant SENP8; inhibition, % at 20 µM; AID 602440, 2012; 0.64% of 360,000 active; in the data active means inhibition mostly above about 40%, no sharp cut-off; inactive means mostly below about 27%
APOBEC3G inh: APOBEC3G DNA deaminase inhibitors, primary screen, biochemical, fluorescence, single-stranded DNA substrate, uHTS | 0.28% of 330,000 active | inhibition, % at 20 µM | DNA dC->dU-editing enzyme APOBEC-3G (Homo sapiens), Q9HC16 | AID 493012, 2011 | recombinant A3G, ssDNA deamination FAM/TAMRA fluorescence;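 active means inhibition of at least 40% at 20 µM, with no more than 30% in the related APOBEC3A deaminase screen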;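 further: plate controls were DMSO wells with A3G for no effect and wells lacking A3G enzyme for full effect; some compounds called inactive have numbers as strong as hits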
SENP1 inh: human SENP1 catalytic domain inhibitors, primary screen, biochemical, FRET, uHTS; recombinant SENP1 catalytic domain, CyPet-SUMO1-YPet FRET cleavage; AID 624204, 2012; 0.21% of 360,000 active; Sentrin-specific protease 1 (Homo sapiens), Q9P0U3; inhibition, % at 10 µM;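 active means inhibition at least 30% at 10 µM, raw YFP signal under a set limit, fluorescence ratio 0.5 to 1.5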;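 further: 0% = enzyme with DMSO and 100% = no enzyme wells; some results filed as inactive read as strong as hits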
Target sequence (Q9P0U3 419-644 limits assumed): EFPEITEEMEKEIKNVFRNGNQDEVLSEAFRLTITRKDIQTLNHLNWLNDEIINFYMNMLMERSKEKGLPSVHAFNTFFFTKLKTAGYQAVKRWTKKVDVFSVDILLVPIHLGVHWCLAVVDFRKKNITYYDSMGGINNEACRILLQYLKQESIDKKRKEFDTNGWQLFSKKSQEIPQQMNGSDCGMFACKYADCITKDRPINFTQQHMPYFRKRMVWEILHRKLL
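Test system: human SENP1 catalytic domain; medium: Tris pH 8 buffer plus EDTA, NaCl, BME, BSA, NP40, catalase; incubation: 50 min reaction at room temperature; technique: FRET, CFP and YFP emission; controls: no-enzyme low control and enzyme-plus-DMSO high control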
Apaf-1 inh: inhibitors of human Apaf-1 apoptosome, primary screen, biochemical, DEVD-Rh110 fluorescence, uHTS; Apoptotic protease-activating factor 1 (Homo sapiens), O14727; reconstituted apoptosome caspase-3 activity; inhibition, % at 20 µM; 0.71% of 330,000 active; AID 489030, 2010; active means inhibition of at least 40% at 20 µM;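 further: plate controls were DMSO wells for no effect and DEVD-CHO caspase inhibitor wells for full effect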
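System – cell-free apoptosome with Apaf-1, procaspase-3 and caspase-9 · Buffer or medium – pH 7.5 Hepes buffer with CHAPS, BSA, DTT · Also added – cytochrome c with DEVD-Rh110 · Times – 30 min compound preincubation, 50 min activation, room temperature · Technique – Rh110 fluorescence intensity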
Starred values were filed as active, the others as inactive; ? = inconclusive; / = not tested or not shown.

Assay codes – A = SENP6 inh; B = SENP7 block; C = UBC13 inh; D = SENP8 block-1; E = SENP8 block-2; F = APOBEC3G inh; G = SENP1 inh; H = Apaf-1 inh
> CN1CCc2c1nc1ccccc1c2N=C1CCCN1Cc1ccccc1
  A: -6	B: 2	C: 10	D: 0	E: -145	F: 0	G: 1	H: 3

> Cc1cc(Br)c2c(c1)C(O)(N1CCCCC1C)C(=O)N2 (stereo not drawn)
  A: 9	B: -3	C: -5	D: -2	E: 11	F: -2	G: -8	H: -6

> CC1CCCCC12NC(=O)N(CC(=O)NCc1ccc3c(c1)OCO3)C2=O (stereo not drawn)
  A: -3	B: 0	C: 1	D: 8	E: 0	F: -6	G: 2	H: -16

> COc1ccc2[nH]c3c(=O)n(/N=C/c4ccc(OC)c(CN5CCCC5)c4)c(C)nc3c2c1
  A: 1	B: 4	C: 12	D: -5	E: -111	F: -4	G: -1	H: 43*

> CCS(=O)(=O)c1ccc(NC(=O)c2ccccc2Cl)c(O)c1
  A: -22	B: -3	C: 0	D: 3	E: 30	F: -5	G: -1	H: 4

> CC(=O)C[C@@H](O)CC(=O)[C@H]1OC(=O)CCCCCc2ccccc21
  A: -14	B: 7	C: 14	D: -6	E: -2	F: -7	G: 0	H: -11

> CN(C)c1nc(NS(=O)(=O)c2ccc(Cl)cc2)nc(N(C)C)n1
  A: -14	B: -6	C: -5	D: -3	E: 6	F: -7	G: 1	H: -1

> Cc1ccc(C(=O)Nc2ccc(O)c(C(=O)O)c2)o1
  A: 27	B: 10	C: -1	D: 0	E: -21	F: -1	G: 3	H: -2

> O=C(Nc1cccc([N+](=O)[O-])c1)C1COc2ccccc2O1 (stereo not drawn)
  A: 1	B: 2	C: -3	D: 0	E: 4	F: -6	G: -1	H: -1

> Cc1c(C(=O)OCC(=O)N2CCCC2)cccc1[N+](=O)[O-]
  A: -14	B: -6	C: 3	D: 3	E: 17	F: -5	G: 1	H: 8

Other compounds follow.
Assay codes – A = SENP6 inh; B = SENP7 block; C = UBC13 inh; D = SENP8 block-1; E = SENP8 block-2; F = APOBEC3G inh; G = SENP1 inh; H = Apaf-1 inh
> CCCCNC(=O)COC(=O)c1cc(Br)ccc1Cl
  A: -22	B: -8	C: -16	D: -6	E: 4	F: 3	G: 0	H: 4

> O=C(CNC(=O)c1ccc(S(=O)(=O)N2CCCC2)cc1)N/N=C/c1ccccc1Cl
  A: -21	B: -9	C: -10	D: -8	E: 15	F: 11	G: 3	H: 13

> COc1ccc(N2C(=O)CC(NCc3ccncc3)C2=O)cc1 (stereo not drawn)
  A: 8	B: 1	C: -1	D: 1	E: -19	F: 3	G: 1	H: -2

> CCN(C(=O)Cn1c(=O)oc2ccccc21)C1CCS(=O)(=O)C1 (stereo not drawn)
  A: -8	B: 12	C: ?	D: -9	E: 20	F: -7	G: 2	H: -4

> O=C(O)C1C2C=CC(O2)C1C(=O)Nc1ccccc1C(F)(F)F (stereo not drawn)
  A: -18	B: -5	C: -3	D: -2	E: 9	F: 3	G: 2	H: 8

> CCOc1ccccc1OCCOc1cccc(C(F)(F)F)c1
  A: -3	B: -6	C: -1	D: 0	E: 10	F: -3	G: -1	H: 9

> CCOc1ccc(CCNC(=O)c2sc3nc4n(c(=O)c3c2C)CCC4)cc1
  A: 7	B: 6	C: -7	D: 3	E: 12	F: 0	G: 0	H: 2

> CN(CC(=O)Nc1ccc(Cl)c(C(F)(F)F)c1)C(=O)/C=C/c1cccs1
  A: -10	B: -8	C: 1	D: -13	E: 7	F: 0	G: 1	H: 34

> Cc1cc(CN2CCCC(C(=O)Nc3ccc(-c4nc5ccccc5[nH]4)cc3)C2)n[nH]1 (stereo not drawn)
  A: 0	B: 4	C: 0	D: 8	E: -308	F: 3	G: 0	H: 10

> Cc1ccc(C(=O)NC(C)(COc2nonc2C)COc2nonc2C)cc1
  A: -24	B: -10	C: 2	D: -9	E: 12	F: -6	G: 0	H: -6

Part of the list above in order of formula weight, descending:
Assay codes – A = SENP6 inh; B = SENP7 block; C = UBC13 inh; D = SENP8 block-1; E = SENP8 block-2; F = APOBEC3G inh; G = SENP1 inh; H = Apaf-1 inh
> Cc1cc(CN2CCCC(C(=O)Nc3ccc(-c4nc5ccccc5[nH]4)cc3)C2)n[nH]1 (stereo not drawn)
  A: 0	B: 4	C: 0	D: 8	E: -308	F: 3	G: 0	H: 10

> CN(CC(=O)Nc1ccc(Cl)c(C(F)(F)F)c1)C(=O)/C=C/c1cccs1
  A: -10	B: -8	C: 1	D: -13	E: 7	F: 0	G: 1	H: 34

> Cc1ccc(C(=O)NC(C)(COc2nonc2C)COc2nonc2C)cc1
  A: -24	B: -10	C: 2	D: -9	E: 12	F: -6	G: 0	H: -6

> CCN(C(=O)Cn1c(=O)oc2ccccc21)C1CCS(=O)(=O)C1 (stereo not drawn)
  A: -8	B: 12	C: ?	D: -9	E: 20	F: -7	G: 2	H: -4

> O=C(O)C1C2C=CC(O2)C1C(=O)Nc1ccccc1C(F)(F)F (stereo not drawn)
  A: -18	B: -5	C: -3	D: -2	E: 9	F: 3	G: 2	H: 8

> CCOc1ccccc1OCCOc1cccc(C(F)(F)F)c1
  A: -3	B: -6	C: -1	D: 0	E: 10	F: -3	G: -1	H: 9

Remaining list, next part.
Assay codes – A = SENP6 inh; B = SENP7 block; C = UBC13 inh; D = SENP8 block-1; E = SENP8 block-2; F = APOBEC3G inh; G = SENP1 inh; H = Apaf-1 inh
> CC1CN(c2nc3c(c(=O)n(Cc4ccc(Cl)c(Cl)c4)c(=O)n3C)n2C)CC(C)O1 (stereo not drawn)
  A: -9	B: -1	C: 6	D: -6	E: 28	F: -3	G: 2	H: 26

> Cc1ccc(C(=O)O)cc1NC(=S)NC(=O)c1ccc(COc2ccccc2)cc1
  A: -10	B: 7	C: -15	D: -4	E: -2	F: -3	G: 2	H: 21

> Cc1ccc(Nc2nc(N)nc(CN3CCCCCC3)n2)c(C)c1
  A: -2	B: 5	C: 11	D: -2	E: 10	F: -1	G: -15	H: 8

> Cc1ccc(CC(C(=O)O)C(C)C(=O)Nc2ccc(F)cc2)cc1 (stereo not drawn)
  A: -11	B: 2	C: -3	D: -5	E: 13	F: -8	G: 3	H: -2

> O=C(NCCO)Nc1ccc2nc(-c3ccco3)c(-c3ccco3)nc2c1
  A: -13	B: -2	C: 45	D: 4	E: /	F: 88	G: /	H: 71*

> COc1cccc(N(C(=O)c2ccco2)C(C(=O)NC2CCCC2)c2ccc(N3CCOCC3)cc2)c1 (stereo not drawn)
  A: -14	B: -6	C: 3	D: -9	E: 8	F: 6	G: 0	H: 7

> COc1ccc(CC(=O)N2CCC(CCC(=O)Nc3ccccc3)CC2)cc1
  A: 10	B: 2	C: -4	D: -1	E: 7	F: 3	G: 2	H: 8

> O=C(COC(=O)c1ccc2ncsc2c1)Nc1ccc(OC(F)(F)F)cc1
  A: -13	B: -10	C: -11	D: -2	E: -33	F: -3	G: -8	H: -1

> COC(=O)c1c(NC(=O)CN2CCC3(O)CCCCC3C2c2ccc(F)cc2)sc(C)c1C (stereo not drawn)
  A: -2	B: -1	C: -2	D: 1	E: -33	F: -5	G: -4	H: 23

> CCOc1cc(/C=N/NC(=O)OC)ccc1OCCSc1ccc(Cl)cc1
  A: -9	B: 3	C: 6	D: -12	E: -6	F: 3	G: 3	H: 18

(cont.)
Assay codes – A = SENP6 inh; B = SENP7 block; C = UBC13 inh; D = SENP8 block-1; E = SENP8 block-2; F = APOBEC3G inh; G = SENP1 inh; H = Apaf-1 inh
> Cc1ccccc1NS(=O)(=O)c1nnc(NC(=O)c2ccc(Br)cc2)s1
  A: -5	B: -3	C: 11	D: -7	E: -160	F: -5	G: -1	H: 10

> CCn1c2ccccc2c2cc(/C=N/n3cnnc3)ccc21
  A: -11	B: 17	C: 13	D: -9	E: -278	F: -1	G: 0	H: 15

> O=C(Nc1ccc2c(c1)CCC2)Nc1ccccc1F
  A: 96*	B: 99*	C: -2	D: 92*	E: 5	F: -3	G: 4	H: 0

> CCCCN1C(=O)c2ccc(C(=O)Nc3c(N)n(CCCC)c(=O)n(C)c3=O)cc2C1=O
  A: 0	B: 7	C: 8	D: 1	E: 5	F: -2	G: 11	H: -4

> O=C(Oc1cccc(OC(=O)c2ccco2)c1)c1ccco1
  A: -11	B: 4	C: -1	D: -3	E: 2	F: -3	G: 2	H: 3

> COc1ccc(-n2c(C)cc(C(=O)CN3C(=O)NC4(CCc5ccccc54)C3=O)c2C)cc1 (stereo not drawn)
  A: 13	B: -6	C: 0	D: 1	E: 6	F: -3	G: -6	H: 10

> CCOc1ccc(NC(=O)CN(C)C(=O)c2ccc(NC3CC3)c([N+](=O)[O-])c2)cc1OCC
  A: -3	B: 1	C: -23	D: 3	E: 6	F: -10	G: 0	H: 11

> C/C(CC(=O)Nc1ccccc1C)=N\NC(=O)Cc1csc(N)n1
  A: 0	B: 5	C: 5	D: -3	E: 2	F: -3	G: 2	H: 4

> COCCN1CCn2c(nc3cc(NC(=O)Cn4nc(C)c5ccccc5c4=O)ccc32)C1
  A: 4	B: 4	C: 10	D: 6	E: -313	F: 31	G: -17	H: -23

> CC1CCN(S(=O)(=O)c2ccc(C(=O)Nc3nnc(-c4ccco4)o3)cc2)CC1
  A: 5	B: 14	C: -29	D: -2	E: 8	F: -3	G: 1	H: 0

The results go on.
Assay codes – A = SENP6 inh; B = SENP7 block; C = UBC13 inh; D = SENP8 block-1; E = SENP8 block-2; F = APOBEC3G inh; G = SENP1 inh; H = Apaf-1 inh
> COc1cnn(-c2ccccc2)c(=O)c1N(C)C
  A: -6	B: 1	C: 19	D: -2	E: 7	F: -4	G: 1	H: -10

> CCOc1ccc(/C=C2/Sc3ccc(C(=O)N4CCOCC4)cc3N(C)C2=O)cc1OC
  A: -4	B: 1	C: -11	D: 6	E: -27	F: -4	G: 0	H: 13

> COc1ccc(S(=O)(=O)N2CCN(CC(=O)Nc3cccc(OC)c3)CC2)cc1
  A: -6	B: 4	C: -5	D: 5	E: 8	F: 1	G: 1	H: 12

> CCc1c(C)sc(NC(=O)CN2CCN(C(=O)c3ccco3)CC2)c1C(=O)OC
  A: 6	B: -4	C: -11	D: 9	E: -61	F: -5	G: -1	H: 30

> COC(=O)COc1cccc(NS(=O)(=O)c2cccc([N+](=O)[O-])c2)c1
  A: -13	B: -6	C: -2	D: -10	E: 5	F: -6	G: 3	H: 6

> O=C1C2=C(C(c3ccccc3)=NCCN2)C(c2cccc([N+](=O)[O-])c2)N1c1ccccc1 (stereo not drawn)
  A: -8	B: 3	C: 6	D: 3	E: -71	F: 0	G: 2	H: 3

> NS(=O)(=O)c1ccc(CCNC(=O)c2ccc(Cl)c(S(=O)(=O)N3CCCCC3)c2)cc1
  A: -13	B: 7	C: 14	D: 1	E: 8	F: -5	G: 1	H: -1

> CC(CN1CCN(c2ccccc2)CC1)c1ccccc1 (stereo not drawn)
  A: 6	B: -11	C: -9	D: -8	E: 7	F: -6	G: 2	H: 1

> Cc1ccc(OCC(=O)Nc2ccccc2Sc2ccc(Cl)cc2)c([N+](=O)[O-])n1
  A: -2	B: 4	C: 11	D: 3	E: 15	F: -6	G: 1	H: 15

High-throughput results (PubChem)
